# 3T3 cytotox = kills NIH 3T3 cells; AID 1345082; Potency, µM (series often up to 96.7 µM), for inactives: at the top dose activity change, negative = cytotoxicity, actives largely listed as inhibitors; 4.3% of 94,000 active; NIH 3T3 viability, CellTiter-Glo ATP luminescence, 48-72 h; note: potency is the fitted concentration of half-maximal effect; nearly all actives have a fitted effect of over 55% in size
#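 Cytotoxicity was measured by CellTiter-Glo ATP luminescence after 48 or 72 h compound exposure at 37 °C. Mouse NIH 3T3 fibroblasts were seeded at 400 cells/well and dosed by 23 nL pin transfer.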
# GPT2 inh = blocks human glutamate pyruvate transaminase 2. Recombinant GPT2, coupled pyruvate oxidase/HRP Amplex Red fluorescence. AID 1671188. 0.25% of 100,000 active. Potency, µM (top dose mostly 57.7 µM), inactives show top-dose activity change, negative = inhibition, hits mostly inhibitors. Q8TD30; note: potency is the fitted concentration of half-maximal effect; nearly all actives have a fitted effect of over 60% in size; many of its hits are not listed in these tables
# Target sequence (Q8TD30 whole entry, looked up): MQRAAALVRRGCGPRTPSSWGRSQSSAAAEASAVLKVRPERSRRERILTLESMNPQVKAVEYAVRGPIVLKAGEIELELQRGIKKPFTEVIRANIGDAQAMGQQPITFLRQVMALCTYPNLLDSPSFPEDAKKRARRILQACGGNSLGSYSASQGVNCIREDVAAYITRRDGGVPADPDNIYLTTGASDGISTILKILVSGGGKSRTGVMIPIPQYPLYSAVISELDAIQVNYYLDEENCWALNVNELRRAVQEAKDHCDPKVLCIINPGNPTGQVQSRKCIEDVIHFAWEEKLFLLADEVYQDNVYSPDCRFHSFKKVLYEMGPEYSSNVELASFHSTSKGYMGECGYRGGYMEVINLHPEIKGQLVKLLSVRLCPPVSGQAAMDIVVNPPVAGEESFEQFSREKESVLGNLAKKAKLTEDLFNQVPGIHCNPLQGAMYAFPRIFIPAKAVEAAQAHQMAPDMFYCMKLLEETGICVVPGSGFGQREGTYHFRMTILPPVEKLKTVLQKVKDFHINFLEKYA
#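 Fluorescence of coupled pyruvate oxidase/HRP/Amplex Red system (50uM Amplex, 30 min, dark) reports pyruvate formed by GPT2. Enzyme reaction: 10ng/uL GPT2, 2mM L-alanine, 250uM a-KG, 30 min room temperature, pH 7.5; 50uM AOA control.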
# SNCA expr inh = inhibitors of alpha-synuclein (SNCA) gene expression; HEK-293 SNCA-luciferase knock-in, luminescence, 24 h; Potency, µM (titrated, usually from 57.2 µM), without a hit: at the top dose activity change, negative = inhibition, hits mostly inhibitors; 0.17% of 140,000 active; AID 1671194;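 note: potency is the fitted concentration of half-maximal effect; plate controls were DMSO cells for no effect and cell-free wells for full effect; nearly all actives have a fitted effect of over 45% in size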
# HEK293 viab = cell viability loss counter-screen. HEK-293-SNCA-luc viability, GF-AFC fluorescence, 24 h. Potency, µM (highest dose often 57.1 µM), without a hit: at the highest dose activity change, negative = cytotoxicity, hits mostly cytotoxic. 0.12% of 150,000 active;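 note: potency is the fitted concentration of half-maximal effect; 0% = DMSO-treated cells and -100% = medium-only wells without cells; nearly all actives have a fitted effect of over 30% in size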
#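 Cytotoxicity counterscreen: after 24 h compound treatment of genome-edited SNCA-luciferase HEK-293 cells, live-cell protease substrate GF-AFC read by fluorescence after 30 min; activity scaled between DMSO (0%) and medium-only (-100%), curves Hill-fitted.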
# IP6K1 inhibitor = blocks human inositol hexakisphosphate kinase 1. IP6K1 kinase, ADP-Glo luminescence, 2 h; hits give low values. 0.81% of 140,000 active. AID 1645851. Q92551. activity change, % (series mostly up to about 58 µM); in the data active = activity change below about -25%
#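 ADP-Glo luminescence measures ADP made by human IP6K1 during a 2 h RT reaction with ATP/IP6 (mix at 1.3 mM/130 uM); top library doses 57.5 and 19.1 uM final.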
# Luciferase inh = inhibitors of firefly (Photinus pyralis) luciferase; AID 1347043; 2.5% of 76,000 active; purified P. pyralis luciferase, luminescence, biochemical; P08659; Potency, µM (highest dose often 115 µM), for inactives: at the top dose activity change, negative = inhibition, usual class: inhibitors; note: potency is the fitted concentration of half-maximal effect; nearly all actives have a fitted effect of over 65% in size
# Target sequence (P08659 whole entry, looked up): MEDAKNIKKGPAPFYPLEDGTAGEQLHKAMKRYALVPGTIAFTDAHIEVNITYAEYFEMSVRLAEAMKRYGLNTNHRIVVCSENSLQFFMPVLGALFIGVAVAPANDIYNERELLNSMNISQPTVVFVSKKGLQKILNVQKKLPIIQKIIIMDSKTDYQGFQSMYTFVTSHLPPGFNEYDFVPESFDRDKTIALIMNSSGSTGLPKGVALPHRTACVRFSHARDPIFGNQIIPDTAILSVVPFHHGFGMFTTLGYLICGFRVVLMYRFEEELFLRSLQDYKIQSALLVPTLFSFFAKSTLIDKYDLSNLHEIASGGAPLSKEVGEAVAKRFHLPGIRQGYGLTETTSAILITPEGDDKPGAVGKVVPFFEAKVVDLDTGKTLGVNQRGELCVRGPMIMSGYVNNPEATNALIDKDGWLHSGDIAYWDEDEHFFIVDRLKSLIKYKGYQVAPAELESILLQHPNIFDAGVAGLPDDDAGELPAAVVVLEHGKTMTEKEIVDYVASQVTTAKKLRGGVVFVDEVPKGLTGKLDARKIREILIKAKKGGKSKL
#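 Biochemical qHTS: compound (6-point titration) added to 10uM D-luciferin plus 10uM ATP in Tris acetate pH 7.5 buffer with Mg, Tween-20 and BSA, then purified enzyme at 10nM; light output imaged.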
# HEK cytotox = cytotoxic compounds in HEK 293 cells; HEK 293 viability, ATP luminescence (CellTiter-Glo), 48-72 h; AID 1345083; Potency, µM (top dose mostly 115 µM), inactives show top-dose activity change, negative = cytotoxicity, hits mostly inhibitors; 6.6% of 94,000 active; note: potency is the fitted concentration of half-maximal effect; nearly all actives have a fitted effect of over 60% in size
#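 Cells seeded first (HEK 293, 250 cells/well), then compound added by pintool. Incubation ran 48 or 72 hr at 37 degree Celsius. CellTiter-Glo was added and luminescence imaged after 10 min at room temperature.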
# An asterisk follows results filed as active; i = inactive; ? = inconclusive; . = no result given; [ ] = dose if it differs, or a comment. Unless noted, calls come from the whole dose curve; as a rule, active = well fitted curve in the direction sought with a large enough effect; inconclusive = small, poorly fitted or top-dose-only effect, or another doubt; inactive = no such curve, though single readings can be large; an effect the other way counts as inactive or inconclusive. Unless noted, % is set by controls: 0 for no effect and ±100 for the full control effect.
1: O=C(c1nc2cccnc2n(CCc2ccccc2)c1=O)N1CCN([S+](=O)([O-])c2cccc(C(F)(F)F)c2)CC1
2: CCCC(=O)N1Cc2ccccc2CC2(CCCN(CC3CCNC3)C2)C1 (stereo not given)
3: COc1ccc(OC)c(NC(=O)Cn2cc(C(=O)c3ccc(Cl)cc3)c(=O)c3cc(OC)ccc32)c1
4: C=CCn1cc(CN(CC)Cc2ccc(OC)cc2)c(C)n1
5: Cc1onc(-c2ccccc2Cl)c1C(=O)Oc1ccccc1F
6: COC(=O)N1CCC(C(=O)N2CCC(N3Cc4ccccc4C3=O)CC2)CC1
7: COc1cccc(N2CCN(C(=O)c3ccc(Cn4c(=O)[nH]c5cc(OC)c(OC)cc5c4=O)cc3)CC2)c1
8: O=C(c1ccncc1)N1CCCCCC1c1nnc(-c2ccccc2)o1 (stereo not given)
9: CCc1cnc2c(c1SCC(=O)Nc1cc(Cl)ccc1OC)c(=O)n(C)c(=O)n2C
10: CC(C)NC(=O)NCC12CCCC=C1NC(=O)CC2 (stereo not given)

entry no.	1	2	3	4	5	6	7	8	9	10
3T3 cytotox	?	-5%	.	-20%	.	i	.	-12%	.	-11%
GPT2 inh	i	i	.	-2%	.	4%	.	i	.	4%
SNCA expr inh	?	-5%	-3%	11%	-23%	-7%	?	1%	-1%	0%
HEK293 viab	6%	-12%	-16%	1%	-12%	2%	-7%	-12%	-4%	12%
IP6K1 inhibitor	7	10	-5	-12	3	-2	-1	-14	-19	19
Luciferase inh	.	.	.	-1%	.	.	.	10%	.	8%
HEK cytotox	i	?	.	-11%	.	i	.	-3%	.	-3%

11: COc1ccc(NC(=O)CC2Nc3cccc4cccc(c34)NC2=O)cc1 (stereo not given)
12: O=C(O)c1ccc(CN2C[C@H](O)C[C@H]2c2nc(-c3ccc4c(c3)OCO4)no2)cc1
13: COc1ccc(Cl)cc1NC(=O)Cn1nnc(C(=O)NCc2ccc3c(c2)OCO3)c1N
14: Cc1nn(-c2ccccc2)c(Oc2ccccc2F)c1CCC(=O)NCC(C)C
15: Cc1cccc(N2CCN(C(=O)Cn3nc(C)c4sc5ccccc5c4c3=O)CC2C)c1 (stereo not given)
16: O=C(NCc1ccc(F)cc1)[C@@H]1C[C@@H](c2ccc(F)cc2)N([S+](=O)([O-])c2ccccc2)C1
17: CC1(C)CC[C@]2(C(=O)O[C@@H]3O[C@H](CO)[C@@H](O)[C@H](O)[C@H]3O)CC[C@]3(C)C(=CCC4[C@@]5(C)C[C@@H](O)[C@H](O)[C@@](C)(CO)C5[C@H](O)C[C@]43C)C2C1 (stereo not given in full)
18: COc1ccccc1OCC(=O)NCC1CCCN(Cc2ccc(C)c(C)c2)C1 (stereo not given)
19: CCc1ccc(NC(=O)Cn2ncn3c(cc4ccccc43)c2=O)cc1
20: O=C(CCc1cc2n(n1)CCCN(C(=O)CCc1ccsc1)C2)NC1CC1

entry no.	11	12	13	14	15	16	17	18	19	20
3T3 cytotox	.	-14%[174 µM]	.	?	.	?	.	-9%	.	-19%
GPT2 inh	.	i	.	i	.	4%	i	-9%	.	-1%
SNCA expr inh	2%	5%[87.6 µM]	-1%	-18%	8%	-28%	.	?	4%	22%
HEK293 viab	-2%	-14%[87.6 µM]	-25%	?	14%	-13%	-12%[23.9 µM]	0%	3%	-1%
IP6K1 inhibitor	9	3	18	-17	40	0	-7	31	2	-3
Luciferase inh	.	?	.	-3%	.	-4%	.	-3%	.	-20%
HEK cytotox	.	-1%[172 µM]	.	?	.	?	.	1%	.	-10%

21: CNC(=O)[C@@H](CC(C)C)N1CCC[C@H]1C(=O)NCCc1ccccn1
22: C[C@@H]1CN(C(=O)c2cnn(C)c2)CC[C@@]1(O)C1CCOCC1
23: COc1ccc(C(CC(=O)N2CCC(OC)CC2)c2ccccc2)cc1 (stereo not given)
24: COC[C@@H]1CN(S(=O)(=O)c2ccc(F)cc2)C[C@H]1c1nc(C)no1
25: O=C(Nc1ccc(O)c(-c2nc3ccccc3o2)c1)c1cccs1
26: COc1ccc(C)cc1NC(=O)C[C@H]1NC(=O)c2ccccc2NC1=O
27: Cc1nn(-c2ccccc2)c2c1C(C1CC1)N(C1CN(C(=O)c3ccc(F)cc3)C1)C2=O (stereo not given)
28: COc1ccc2[nH]c3c(c2c1)CCNC31CCN(C(=O)C(C)(C)C)CC1
29: CCCN1CCC2(CCN(C(=O)COC)CC2)Oc2ccccc21
30: CCn1nccc1C(=O)N1CCc2nnc([C@@H]3C[C@@H](O)CN3C(C)C)n2CC1

entry no.	21	22	23	24	25	26	27	28	29	30
3T3 cytotox	-1%[174 µM]	-8%	-3%	-5%	.	-5%	?	?	-27%[138 µM]	-6%
GPT2 inh	-7%[88.5 µM]	4%	-14%	-10%	.	i	.	?	i	i
SNCA expr inh	-11%[87.6 µM]	-11%	-7%	18%	-15%	-25%	.	59%[activator]	-5%[87.6 µM]	-6%
HEK293 viab	2%[87.6 µM]	0%	-2%	3%	0%	-5%	.	-20%[12.5 µM]	-18%[87.6 µM]	9%
IP6K1 inhibitor	-12	10	2	0	-5	11	13	-2	-10	-13
Luciferase inh	3%[172 µM]	0%	-10%	-2%	.	-11%	.	-16%	2%[172 µM]	-10%
HEK cytotox	-2%[172 µM]	-1%	i	-3%	.	-23%	45µM*	?	?	-20%

# By substructure, the entries above containing a thiophene ring, fused or not.
15: Cc1cccc(N2CCN(C(=O)Cn3nc(C)c4sc5ccccc5c4c3=O)CC2C)c1 (stereo not given)
20: O=C(CCc1cc2n(n1)CCCN(C(=O)CCc1ccsc1)C2)NC1CC1
25: O=C(Nc1ccc(O)c(-c2nc3ccccc3o2)c1)c1cccs1

entry no.	15	20	25
3T3 cytotox	.	-19%	.
GPT2 inh	.	-1%	.
SNCA expr inh	8%	22%	-15%
HEK293 viab	14%	-1%	0%
IP6K1 inhibitor	40	-3	-5
Luciferase inh	.	-20%	.
HEK cytotox	.	-10%	.

# (cont.)
31: Cc1cccn2c(=O)cc(COc3cccc(NC(=O)c4cccc(Cl)c4)c3)nc12
32: O=C(c1ccsc1)N1CCn2c(nnc2[C@@H]2C[C@@H](O)CN2Cc2ccccc2)C1
33: CC1(C(=O)Nc2cccc(F)c2)CCCCC(=O)N1 (stereo not given)
34: Cc1cc(C(=O)N2CC(Oc3cccc(-c4nc(-c5ccccc5)no4)c3)C2)n[nH]1
35: CCC(C(=O)NCc1nnc2ccc(-c3ccccc3)nn12)c1ccccc1 (stereo not given)
36: O=C1COc2ccc(NCCOc3ccccc3)nc2CN1Cc1ccccc1F
37: CO[C@H]1[C@H](NC(=O)c2sccc2Cl)c2ccccc2C12CCNCC2
38: CCC(CC)C(=O)N1CCc2cc(OC)c(OC)cc2C1COc1ccc2c(C)cc(=O)oc2c1 (stereo not given)
39: CC1CCCC(C)N1C(=O)c1cc(-c2cc(Cl)cc(Cl)c2)c2nncn2n1 (stereo not given)
40: CC(C(=O)O)N1CC2(CCC1=O)CCN(C(=O)N1CCCC1)CC2 (stereo not given)

entry no.	31	32	33	34	35	36	37	38	39	40
3T3 cytotox	.	-6%	2%	i	-31%	?	1%	.	?	-2%
GPT2 inh	.	-3%	-11%	-5%	i	-20%[88.5 µM]	-5%	.	i	-33%
SNCA expr inh	-9%	1%	-7%	3%	-15%	?	16%	8%	-3%	-3%
HEK293 viab	?	0%[12.5 µM]	9%	-2%	3%	-26%[87.6 µM]	-23%	3%	10%	2%
IP6K1 inhibitor	-11	-4	50	1	40	-5	-7	3	2	10
Luciferase inh	.	4%	9%	-22%	-7%	5%[172 µM]	1%	.	.	5%
HEK cytotox	.	?	-7%	4%	?	?	0%	.	-14%	4%

41: O=C(COc1ccccc1)N1CCC(O)(c2csc(CN3CCc4ccccc4C3)n2)CC1
42: CN(C(=O)CN(CCO)CC(=O)N(C)C(C)(C)Cc1ccccc1)C(C)(C)Cc1ccccc1
43: O=C(NCc1ccc(F)cc1)C1CC(=O)N(c2n[nH]c3ccccc23)C1 (stereo not given)
44: COc1ccc(C(=O)NC2CCCN(c3cc(-c4ccccc4)[nH]n3)C2)cc1 (stereo not given)
45: Cc1cc(C)cc(Nc2nc3ccccc3nc2-n2nc(C)cc2C)c1
46: COc1ccc(-c2cnc(C)o2)cc1S(=O)(=O)Nc1cccc(C(F)(F)F)c1
47: COc1ccc(-c2nc(CSc3nnc(C)n4c3cc3sccc34)c(C)o2)cc1
48: Cc1ccc(C)c(Cn2c(=O)n(CCc3ccccc3)c(=O)c3c(C)c(C)sc32)c1
49: CCCCCNC(=O)c1nc2cccnc2n(CCCC)c1=O
50: CCOc1ccc(C2C(C(=O)Nc3ccccc3)=C(C)Nc3nc(SCc4cccc(OC)c4)nn32)cc1 (stereo not given)

entry no.	41	42	43	44	45	46	47	48	49	50
3T3 cytotox	?	.	-29%	?	.	.	.	.	?	.
GPT2 inh	-34%	i	-12%	-8%	.	.	.	.	?	.
SNCA expr inh	39%[activator]	-30%[25.6 µM]	-10%	56%[activator]	2%	-3%	-13%	?	1%[87.6 µM]	6%
HEK293 viab	3%	-6%[23.9 µM]	14%	-6%	-1%	-11%	2%	-6%	-5%[87.6 µM]	-12%
IP6K1 inhibitor	8	-6	3	29	-1	-3	12	19	22	23
Luciferase inh	-8%	.	-8%	25µM*	.	.	.	.	.	.
HEK cytotox	?	.	?	?	.	.	.	.	?	.

51: CCc1ccc(-c2cc3c(N4CCN(c5ccccc5)CC4)nccn3n2)cc1
52: Cc1ccccc1Nc1nn2c(=O)c3ccc(C(=O)NCCc4ccc(Cl)cc4)cc3nc2s1
53: O=C(c1ccc(Br)o1)N1CC2CC(C1)[C@H]1CCCC(=O)N1C2 (stereo not given in full)
54: C[C@@H]1C(=O)O[C@H]2[C@H]1CC[C@@]1(C)Cc3sc(Nc4ccccc4)nc3[C@@H](C)[C@H]21
55: Cc1nn(CCCC(=O)NCc2ccccc2)c(=O)c2nn(-c3ccccc3)c(C)c12
56: CCOCC(=O)N1CCC(N2CC3CC(C2)[C@H]2CCCC(=O)N2C3)CC1 (stereo not given in full)
57: COC(=O)c1nnn(CC(=O)Nc2cc(F)ccc2F)c1C(=O)OC

entry no.	51	52	53	54	55	56	57
3T3 cytotox	.	.	i	?	.	3%	.
GPT2 inh	.	.	i	i	.	i	.
SNCA expr inh	36%[activator]	31%[activator]	-28%	?	17%	-1%	5%
HEK293 viab	-4%	10%	11%	1%[87.6 µM]	8%	7%	11%
IP6K1 inhibitor	-5	-15	0	0	0	1	2
Luciferase inh	.	.	-3%	?	.	12%	.
HEK cytotox	.	.	-2%	?	.	-7%	.

# Compound activity (PubChem BioAssay)

# An excerpt. The share of hits here may be higher or lower than overall.
